# Screening data: PubChem BioAssay, several laboratories
# WT yeast gro inh: growth inhibition of WT yeast, mitochondrial fusion screen; mitochondrial fusion phenotypic screen, WT strain; 190,000 tested, 2.1% active; inhibition, % at 10 µM; in the data active = inhibition above about 58%; tested in S. cerevisiae
# Ins promoter up: MIN6 insulin promoter up-regulation. 190,000 tested, 0.3% active. z-score at 5 µM. AID 1625. MIN6 insulin promoter-GFP reporter, high-content imaging; hits give high values;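 active = z-score above 3 at 5 µM with at least 500 cells counted in the well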
# Dynein cargo inh: dynein cargo transport inhibition | z-score, hits read low | 3617.4 mouse cells, GR-EGFP nuclear translocation imaging; test concentration mostly 20 µM; stimulated with dexamethasone, 1 µM; hits give low values | 220,000 tested, 0.47% active;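 active = plate z-score of nuclear minus cytoplasmic receptor signal below a set negative limit, without overly bright fluorescence or cell loss, cut at about -3.5 in these data, passing the limit was not always enough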;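 also: z-score of nuclear minus cytoplasmic ring GR-EGFP intensity difference per well; some compounds called inactive have numbers as strong as hits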
#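 medium = tetracycline-free induction medium containing charcoal-stripped FBS | also added = 1.0 µM final dexamethasone stimulus | schedule = 48 h induction, 1 h compound, 30 min dex at 37 °C | technique = fixed, Hoechst-stained cells imaged at 10x for EGFP | measure = GR-EGFP nuclear translocation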
# HEK293 NOD2/NF-kB: inhibition of NOD2-driven NF-kB reporter – cell-based, luminescence, uHTS, HEK293 (AID 1566); HEK293 NOD2/NF-kB luciferase reporter, luminescence; higher % means a stronger effect; inhibition, % at 4 µM; hits with a dose series show EC50 in µM; 290,000 tested, 0.63% active; in the data active = inhibition above about 50%; also: many of its hits are not listed in these tables
# Yfh1-off respiration: enhancers of respiration in Yfh1-depleted yeast, dose response, Friedreich's ataxia, plus single-dose screen (AID 1465) | 220,000 tested, 0.074% active | S. cerevisiae Yfh1-off respiration, WST-1 reduction, 72 h; higher fold induction means a stronger effect | fold induction at 50 µM; hits with a dose series show EC50 in µM;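 active = fold induction of absorbance versus untreated yeast above a set limit, then at least 30% activation at any dose in follow-up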;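 also: activators that raise dye reduction in frataxin-depleted yeast; strong numbers were not always called active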
# bCat nuc transl: alters nuclear translocation of beta-catenin in HeLa cells. immunofluorescence imaging. nuclear translocation activity, % at 5 µM. 190,000 tested, 0.3% active;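 active = nuclear translocation activity above 50% at 5 µM, with a well cell count of 50 or more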;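 also: per-cell ratio of nuclear to cytoplasmic median beta-catenin stain intensity; plate controls were DMSO negative control for no effect and GSK-3 inhibitor IX positive control for full effect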
#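 test system = HeLa cells, endogenous beta-catenin | dosing = single 5 µM dose plus 0.02–20 µM confirmation series | times = compound treatment 24 h, 37°C, 5% CO2 | technique = beta-catenin immunofluorescence imaging with DAPI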
# MT stabilize HCS: stabilizes microtubules in HeLa cells. HeLa tubulin immunostaining HCS, 24 h; share of cells brighter than vehicle mean+2SD. % tubulin-high responders, % at 10 µM. 200,000 tested, 0.83% active;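 active = plate Z-score above 3 for both tubulin-high and condensed-nucleus cell shares, with cell loss under 80%, at 10 µM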;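 also: anti alpha tubulin signal scored within the nucleus-defined area of each cell; some results filed as inactive read as strong as hits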
# Autophagy mod: autophagy modulation, high-content screen; MEF GFP-LC3 puncta imaging; test concentration mostly 10 µM; calls only at 10 µM (by protocol); 190,000 tested, 0.98% active; AID 463193;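 active = percentage of spot-positive cells more than 3 SD above its plate mean, without a fluorescence outlier flag or 80% toxicity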;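 also: spot-positive cell cutoff set from DMSO-treated cells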
# Lipid droplet: modulators of hepatic lipid droplet formation | AML12 mouse hepatocytes, oleate lipid droplets, BODIPY imaging | inhibition, % at 6.5 µM | 240,000 tested, 0.4% active;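 active = lipid droplet intensity inhibited by at least 50%, with more than 500 cells counted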
#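 Test system: AML12 hepatocytes (mouse); reagent: oleate loading, 100 µM; dosing: one dose, 6.5 µM compound; incubation: overnight exposure; signal: fluorescence imaging, 20x objective, two fields per well; read-out basis: % inhibition of corrected integrated BODIPY droplet signal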
# WT yeast gro inh mutant strain: second read-out of WT yeast gro inh, no call of its own (marks repeat the call); inhibition, %; mitochondrial fusion phenotypic screen, mutant strain inhibition
# Dynein cargo inh cytoplasmic EGFP: further read-out of Dynein cargo inh, marked with its call; z-score; measured here: cytoplasmic GR-EGFP intensity; hits give high values
# Dynein cargo inh nuclear GR-EGFP: recorded beside Dynein cargo inh, whose call it bears; z-score; measured here: nuclear GR-EGFP intensity;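 lower value marks the stronger effect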
# Dynein cargo inh cell count: recorded beside Dynein cargo inh, whose call it bears; z-score; measured here: cell count per field
# Ins promoter up cell count: also measured in Ins promoter up; calls as there; cell count; measured here: cytotoxicity, nuclei count;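 total cells summed across four imaged fields per well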
# Lipid droplet cells 6.5 µM: second read-out of Lipid droplet, no call of its own (marks repeat the call); cell count; measured here: cell count, cytotoxicity flag;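 cells counted across two imaged fields per well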
# bCat nuc transl cell count 5 µM: second read-out of bCat nuc transl, no call of its own (marks repeat the call); cell count; measured here: cell count, cytotoxicity flag
# MT stabilize HCS Hoechst-high %: further read-out of MT stabilize HCS, marked with its call; % Hoechst-high responders; measured here: nuclear condensation Hoechst responders;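 share of cells brighter than vehicle mean plus two SD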
# MT stabilize HCS cytotoxicity %: second read-out of MT stabilize HCS, no call of its own (marks repeat the call); toxicity, %; measured here: cytotoxicity by cell density;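 0% = mean cell density of plate MIN control wells and 100% = no cells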
# Autophagy mod cell loss 18 h: also measured in Autophagy mod; calls as there; toxicity, %; measured here: cell loss, nuclei count;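 cell loss after 18 h compound exposure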
# Active calls of the source: *; i = inactive; . = not tested or not shown.
SMILES,WT yeast gro inh,WT yeast gro inh mutant strain,Ins promoter up,Ins promoter up cell count,Dynein cargo inh,Dynein cargo inh cytoplasmic EGFP,Dynein cargo inh nuclear GR-EGFP,Dynein cargo inh cell count,HEK293 NOD2/NF-kB,Yfh1-off respiration,bCat nuc transl,bCat nuc transl cell count 5 µM,MT stabilize HCS,MT stabilize HCS Hoechst-high %,MT stabilize HCS cytotoxicity %,Autophagy mod,Autophagy mod cell loss 18 h,Lipid droplet,Lipid droplet cells 6.5 µM
CCC(CC)c1nn2c(N)c(/C=C3\C=Nc4ccccc43)c(=O)nc2s1,.,.,0.15,1439,-0.44,-0.27,-0.23,0.25,1%,i,-4.6,1191,.,.,.,.,.,7,700
O=C(O)CCCNS(=O)(=O)c1cccs1,0,3,-0.36,1603,-0.51,-0.14,-0.2,0.58,7%,i,-2.8,972,4.5,3.1,6.7,i,15,.,.
O=C(CCn1nc(-c2ccc(Cl)cc2)ccc1=O)N1CCN(c2ccccn2)CC1,-14,-16,-0.25,1975,-0.45,-0.19,-0.08,0.16,11%,.,-2.0,1092,3.0,1.9,8.8,i,-6,-9,651
CCOC(=O)c1cnn(CCOC(=O)c2cccs2)c1NC(=O)c1cccs1,-7,6,-0.1,1641,-0.71,-0.27,-0.2,0.67,1%,i,1.0,1389,1.9,4.8,5.2,i,-1,.,.
CC1=CCC[C@@H]2[C@@](C)(CC/C(C)=C/C(=O)O)[C@H](C)CC[C@@]12C,73*,-15*,0.28,1379,-0.49,-0.3,0.14,0.57,5%,i,.,.,2.7,1.3,1.0,i,-1,.,.
O=C(/C=C/c1ccco1)Nc1ccc2nc3n(c(=O)c2c1)CCCC3,3,-6,.,.,0.94,0.013,0.64,0.72,-6%,i,-2.1,1128,5.7,1.7,3.3,i,-11,4,704
CC1(c2ccc([N+](=O)[O-])c(CS(=O)(=O)c3ccccc3)c2)OCCO1,-5,-21,-0.56,1268,0.48,-0.22,0.35,0.78,3%,i,-0.8,1156,3.8,1.9,3.3,i,-1,12,752
COc1c(Cl)cc(Cl)cc1C(=O)Nc1ccc(C(=O)O)cc1,-9,8,-0.36,1286,-0.34,-0.21,-0.4,-0.34,-1%,i,.,.,4.6,1.7,12,i,10,16,741
CCOC(=O)c1ccc(N2C(=O)C3C(C2=O)C(C(=O)c2ccc(Cl)cc2)N2CCCC32)cc1 (stereo not drawn),1,-3,0.07,808,0.018,0.045,0.019,-0.92,2%,.,-0.8,1144,1.6,2.1,4.9,i,3,-18,699
Cn1cccc1C(=O)C(=O)Nc1ccc(F)c(F)c1,8,6,0.24,1309,0.57,-0.25,0.23,0.75,-93%,i,-3.4,1143,2.7,2.2,6.3,i,-11,20,659
CCOC(=O)N1CCN(C(=O)c2nc3ccccc3s2)CC1,2,-1,.,.,-0.62,-0.23,-0.06,0.35,-28%,i,.,.,3.0,2.2,2.7,i,4,-9,668
Cc1cc(C)n(Cc2ccccc2)c(=O)c1S(=O)(=O)c1ccccc1,-2,36,.,.,0.42,-0.22,0.046,-0.32,5%,i,.,.,1.9,1.8,7.8,i,-32,.,.
CSc1ccc(CN(C)C(C)C(=O)Nc2ccc(F)c(F)c2F)cc1 (stereo not drawn),15,2,-0.95,915,-0.17,-0.34,0.13,0.38,3%,i,-2.0,1047,2.8,1.9,4.1,i,17,2,685
O=C(N/N=C/c1ccccc1[N+](=O)[O-])c1cnccn1,.,.,-1,1076,0.91,-0.26,0.41,-0.32,-10%,i,1.4,1314,.,.,.,.,.,-11,636
O=S(=O)(c1cccc2nsnc12)N1CCN(C/C=C/c2ccccc2)CC1,24,22,-0.34,1111,0.64,-0.18,0.49,-0.41,2%,i,1.9,1188,3.6,1.7,13,i,11,.,.
O=C(CSc1nnnn1C1CCCCC1)Nc1ccc(F)cc1,5,7,-0.16,1404,-0.21,-0.35,0.037,0.47,6%,i,-1.6,1030,1.9,2.6,7.2,i,2,16,695
CN(C)S(=O)(=O)c1cccc(NC(=O)CSc2nc3c(cc2C#N)C(=O)CC(C)(C)C3)c1,13,6,0.73,1446,0.53,-0.17,0.1,-0.51,18%,i,5.5,1062,24*,20*,55*,i,3,-18,669
CC(C)C(NC(=O)c1ccc(S(=O)(=O)N2CCOCC2)cc1)c1nc2ccccc2[nH]1 (stereo not drawn),2,-18,-0.1,1570,-0.57,-0.22,-0.23,0.48,12%,i,-1.6,1357,2.1,1.7,9.2,i,4,.,.
COCC(=O)N(Cc1cc2ccccc2[nH]c1=O)c1ccccc1OC,-25,-16,-0.28,831,-1.1,-0.16,-0.46,0.64,5%,i,-3.7,1129,3.1,3.1,8.5,i,-2,-3,695
CCC(C)(C)C1CCc2c(sc(NC(=O)c3ccoc3C)c2C(N)=O)C1 (stereo not drawn),.,.,0.38,855,-0.5,-0.14,-0.0047,0.58,-1%,.,1.5,942,2.6,1.3,4.1,i,-6,3,795
CC(=O)NNc1ncnc2c1cnn2-c1ccc(C)cc1,3,29,-0.36,1176,0.49,-0.23,-0.1,0.17,-3%,i,-1.5,1156,2.7,2.4,7.8,i,15,2,736
CCOC(=O)CN(C(=O)Cn1nnc(-c2ccc(OC)cc2)n1)C(C(=O)NC1CCCC1)c1ccc(F)cc1 (stereo not drawn),-5,-6,.,.,0.42,-0.25,0.48,-0.79,23%,i,-3.0,1206,2.5,0.6,22,i,-1,-4,720
COc1ccc(C2CC(=O)OC3=C2C(=O)CC(C)(C)C3)c(OC)c1 (stereo not drawn),-15,4,-0.26,1227,-0.25,-0.22,-0.72,0.53,5%,i,-0.2,1121,3.0,3.5,9.8,i,-11,23,704
COC(=O)Cn1c(=NC(=O)c2ccc(S(=O)(=O)N3CCc4ccccc4C3)cc2)sc2cc(OC)ccc21,-9,-20,0.51,1231,-2.7,2.8,-1.2,-4.3,10%,i,-1.2,574,1.7,1.3,4.9,i,-8,0,701
COc1ccccc1C1=NN(C(=S)Nc2ccccc2)C(c2ccco2)C1 (stereo not drawn),-6,0,0.32,1536,-0.13,-0.21,-0.18,0.059,-68%,.,-2.5,1431,1.2,0.8,7.7,i,0,.,.

# Sorted by formula weight (ascending): some entries from above.
SMILES,WT yeast gro inh,WT yeast gro inh mutant strain,Ins promoter up,Ins promoter up cell count,Dynein cargo inh,Dynein cargo inh cytoplasmic EGFP,Dynein cargo inh nuclear GR-EGFP,Dynein cargo inh cell count,HEK293 NOD2/NF-kB,Yfh1-off respiration,bCat nuc transl,bCat nuc transl cell count 5 µM,MT stabilize HCS,MT stabilize HCS Hoechst-high %,MT stabilize HCS cytotoxicity %,Autophagy mod,Autophagy mod cell loss 18 h,Lipid droplet,Lipid droplet cells 6.5 µM
Cn1cccc1C(=O)C(=O)Nc1ccc(F)c(F)c1,8,6,0.24,1309,0.57,-0.25,0.23,0.75,-93%,i,-3.4,1143,2.7,2.2,6.3,i,-11,20,659
CC1=CCC[C@@H]2[C@@](C)(CC/C(C)=C/C(=O)O)[C@H](C)CC[C@@]12C,73*,-15*,0.28,1379,-0.49,-0.3,0.14,0.57,5%,i,.,.,2.7,1.3,1.0,i,-1,.,.
O=C(CSc1nnnn1C1CCCCC1)Nc1ccc(F)cc1,5,7,-0.16,1404,-0.21,-0.35,0.037,0.47,6%,i,-1.6,1030,1.9,2.6,7.2,i,2,16,695
COc1c(Cl)cc(Cl)cc1C(=O)Nc1ccc(C(=O)O)cc1,-9,8,-0.36,1286,-0.34,-0.21,-0.4,-0.34,-1%,i,.,.,4.6,1.7,12,i,10,16,741
Cc1cc(C)n(Cc2ccccc2)c(=O)c1S(=O)(=O)c1ccccc1,-2,36,.,.,0.42,-0.22,0.046,-0.32,5%,i,.,.,1.9,1.8,7.8,i,-32,.,.
CSc1ccc(CN(C)C(C)C(=O)Nc2ccc(F)c(F)c2F)cc1 (stereo not drawn),15,2,-0.95,915,-0.17,-0.34,0.13,0.38,3%,i,-2.0,1047,2.8,1.9,4.1,i,17,2,685
COc1ccccc1C1=NN(C(=S)Nc2ccccc2)C(c2ccco2)C1 (stereo not drawn),-6,0,0.32,1536,-0.13,-0.21,-0.18,0.059,-68%,.,-2.5,1431,1.2,0.8,7.7,i,0,.,.
CCOC(=O)c1cnn(CCOC(=O)c2cccs2)c1NC(=O)c1cccs1,-7,6,-0.1,1641,-0.71,-0.27,-0.2,0.67,1%,i,1.0,1389,1.9,4.8,5.2,i,-1,.,.

# 2 neighbouring compounds from above, quoted:
SMILES,WT yeast gro inh,WT yeast gro inh mutant strain,Ins promoter up,Ins promoter up cell count,Dynein cargo inh,Dynein cargo inh cytoplasmic EGFP,Dynein cargo inh nuclear GR-EGFP,Dynein cargo inh cell count,HEK293 NOD2/NF-kB,Yfh1-off respiration,bCat nuc transl,bCat nuc transl cell count 5 µM,MT stabilize HCS,MT stabilize HCS Hoechst-high %,MT stabilize HCS cytotoxicity %,Autophagy mod,Autophagy mod cell loss 18 h,Lipid droplet,Lipid droplet cells 6.5 µM
COC(=O)Cn1c(=NC(=O)c2ccc(S(=O)(=O)N3CCc4ccccc4C3)cc2)sc2cc(OC)ccc21,-9,-20,0.51,1231,-2.7,2.8,-1.2,-4.3,10%,i,-1.2,574,1.7,1.3,4.9,i,-8,0,701
COc1ccccc1C1=NN(C(=S)Nc2ccccc2)C(c2ccco2)C1 (stereo not drawn),-6,0,0.32,1536,-0.13,-0.21,-0.18,0.059,-68%,.,-2.5,1431,1.2,0.8,7.7,i,0,.,.

# The list is partial; count on the stated rates, not on these rows.
